Assay outcomes deposited in PubChem by several laboratories.
VLA-4 inh: inhibition in a human VLA-4 binding assay. P13612. VLA-4 expressing cells, ligand binding flow cytometry. inhibition, % (about 7 µM as worked out from the volumes in the protocol). actives 0.2% (n = 330,000). AID 2557; in the data active = inhibition above about 50%
MEP2-GFP yeast: alters MEP2-GFP fluorescence in TOR pathway yeast screen; actives 0.51% (n = 330,000); S. cerevisiae MEP2-GFP strain, flow cytometry GFP, 3 h; 100% = DMSO control level; GFP response vs DMSO, % at 10 µM;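 active = GFP response versus DMSO above a set limit, roughly screen mean plus 3 SD, cut at about 180% in these data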;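 also: median GFP fluorescence of the barcode-gated MEP2-GFP cells per well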
RPL19A-GFP yeast: yeast TOR pathway RPL19A-GFP modulation | percent response vs DMSO, % at 10 µM | S. cerevisiae RPL19A-GFP strain, flow cytometry, 3 h; stronger effect = lower value | AID 2025 | actives 0.3% (n = 330,000);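 active = percent response vs DMSO below 50%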;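 also: median channel GFP fluorescence of the barcoded RPL19A-GFP strain; ratio of sample median GFP to plate DMSO average so 100% = DMSO; lower means less RPL19A-GFP as with rapamycin TOR inhibition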
GASC-1 inh: human JMJD2C demethylase inhibition. AID 2099. actives 0.069% (n = 330,000). GST-JMJD2C(1-420) H3K9me3 demethylation, DELFIA europium. inhibition, % at 2.35 µM;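 active = more than half of a compound's replicate wells show inhibition beyond 50%, single wells judged on their own value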;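 also: signal counts dimethyl H3K9 product captured on neutravidin plate; 0% = median of DMSO wells and 100% = 0.3 times that DMSO median; strong numbers were not always called active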
GRK2 inh: inhibitors of human GRK2 displacing RNA aptamer; P25098; bead flow cytometry, FAM-aptamer displacement from GRK2; inhibition of aptamer binding, % at 10 µM; actives 0.59% (n = 330,000);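 active = inhibition of aptamer binding above 40%, roughly 3 SD of noise, on plates passing a quality check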;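 also: median bead fluorescence of bound FAM aptamer so fluorescent compounds give negative values; no value below 0 was filed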
Target sequence (P25098 whole entry, looked up): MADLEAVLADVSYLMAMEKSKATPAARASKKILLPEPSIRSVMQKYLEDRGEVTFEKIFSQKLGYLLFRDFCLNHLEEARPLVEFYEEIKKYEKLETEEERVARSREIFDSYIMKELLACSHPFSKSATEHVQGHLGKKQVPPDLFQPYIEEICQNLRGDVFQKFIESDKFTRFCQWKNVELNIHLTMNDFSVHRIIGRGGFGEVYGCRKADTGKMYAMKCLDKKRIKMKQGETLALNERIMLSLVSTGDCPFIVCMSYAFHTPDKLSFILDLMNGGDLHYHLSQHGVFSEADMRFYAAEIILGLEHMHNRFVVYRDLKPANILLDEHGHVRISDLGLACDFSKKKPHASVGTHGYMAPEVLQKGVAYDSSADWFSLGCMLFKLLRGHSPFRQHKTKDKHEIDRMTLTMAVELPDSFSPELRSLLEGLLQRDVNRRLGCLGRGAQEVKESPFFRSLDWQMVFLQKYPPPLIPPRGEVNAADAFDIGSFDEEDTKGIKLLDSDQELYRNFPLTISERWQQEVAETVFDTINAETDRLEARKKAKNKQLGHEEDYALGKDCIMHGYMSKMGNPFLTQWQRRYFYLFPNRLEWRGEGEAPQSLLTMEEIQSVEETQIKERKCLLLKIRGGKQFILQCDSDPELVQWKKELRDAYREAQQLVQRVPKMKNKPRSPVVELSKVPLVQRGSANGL
AGP1-GFP MLPCN: alters AGP1-GFP fluorescence in TOR pathway yeast screen | S. cerevisiae AGP1-GFP multiplex flow cytometry, 3 h; GFP as percent of DMSO wells | GFP response vs DMSO, % at 10 µM | actives 0.02% (n = 320,000) | AID 2066;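 active = GFP response relative to DMSO above a set limit, near screen average plus 3 SD, cut at about 150% in these data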;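 also: median GFP channel fluorescence of the gated AGP1 strain per well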
CIT2-GFP yeast: alters CIT2-GFP fluorescence in TOR pathway yeast screen; S. cerevisiae CIT2-GFP strain, flow cytometry, 3 h; 100 means same as DMSO wells; GFP response vs DMSO, % at 10 µM; actives 0.065% (n = 320,000);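 active = GFP response relative to DMSO above a set limit, near the screen mean plus 3 SD, cut at about 150% in these data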;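 also: ratio of well median GFP fluorescence to mean of DMSO wells on the plate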
LAP4 TOR yeast: alters LAP4-GFP fluorescence in TOR pathway yeast screen; AID 2023; S. cerevisiae LAP4-GFP multiplex, flow cytometry GFP, 3 h; median GFP as percent of DMSO wells; actives 0.34% (n = 320,000); GFP response vs DMSO, % at 10 µM;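 active = GFP response vs DMSO above a set limit, about the screen mean plus 3 SD, cut at about 150% in these data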
Starred values were filed as active, the others as inactive; nt = not tested or not shown; & = joins results of further samples.

SMILES	VLA-4 inh	MEP2-GFP yeast	RPL19A-GFP yeast	GASC-1 inh	GRK2 inh	AGP1-GFP MLPCN	CIT2-GFP yeast	LAP4 TOR yeast
CC(=O)Nc1cccc(NC(=O)c2ccco2)c1	6	103	105	-1	5	107	nt	118
O=C(CSc1nnnn1-c1ccc(Cl)c(C(=O)O)c1)NC(c1ccccc1)c1ccccc1	5	101	102	3	0	96	105	93
Cc1ccc(S(=O)(=O)N2CCOCC2)cc1NC(=O)CNCc1ccccn1	6	96	98	8	3	105	97	100
Cc1c(OC(C)C(=O)O)ccc2c(-c3ccccc3)cc(=O)oc12 (stereo not drawn)	-1	104	100	2	1	96	92	102
CCCCc1ccc(CC(=O)Nc2cc(S(=O)(=O)N3CCOCC3)ccc2O)cc1	9	93	96	15	1	97	100	96
O=C1CCC(C(=O)Nc2cccc(C(F)(F)F)c2)N1 (stereo not drawn)	8	108	105	7	0	109	101	106
COC(=O)C(CCSC)NC(=O)c1cc2c(n(-c3ccc(C)cc3)c1=O)CCCC2=O (stereo not drawn)	31	105	100	1	0	103	101	97
Cc1ccc(C)c(CN2C(=O)c3ccccc3S(=O)c3ccc(C(=O)N4CCN(c5ccccn5)CC4)cc32)c1 (stereo not drawn)	15	98	96	-2	0	104	100	102
COc1cc2ccccc2cc1-c1nnc(COc2ccccc2)o1	-16	99	97	-2	0	94	95	104
CCOC(=O)c1oc2c(CN3CCN(C)CC3)c(O)ccc2c(=O)c1-c1ccccc1OC	27	104	98	11&-7	5	102	99	106
Cc1[nH]c2ccc(-c3n[nH]c(=S)n3C)cc2c1C	0	107	106	-3	1	108	111	106
Cc1cc(C2(O)C(=O)Nc3ccccc32)ccc1F (stereo not drawn)	-17	121	106	-17	0	109	113	95
COCc1cc(C)nc(OCC(=O)N/N=C/c2cccc(OC)c2)c1C#N	14	102	98	-2	0	104	99	107
COc1cccc(CC(=O)OCc2csc(CC(=O)Nc3ccccc3C)n2)c1	-7	103	105	-2	0	106	95	109
COc1ccccc1NC(=O)CN1CCN(CC(=O)Nc2ccc(OCc3ccccc3)cc2)CC1	-12	103	102	-3	2	102	107	107
CCCOc1ccc(C(=O)NNC(=O)CCNC(=O)c2ccccc2Cl)cc1OC	10	89	98	-13	0	113	104	111
C=CCn1c(N)c(C(=O)NCC2CCCO2)sc1=S (stereo not drawn)	-4	103	105	-4	0	105	105	98
CCOC(=O)[C@H]1[C@H]2COc3cc(OC)ccc3[C@@H]2N2C(=O)N(c3cccc(F)c3)C(=O)[C@@]12C	24	96	91	0	4	96	90	99
Cc1ccc(NS(=O)(=O)c2ccc(C(=O)OCC(=O)N3CCCCC3)cc2)cc1	-6	98	95	4	0	97	96	97
CCOc1ccc(Nc2nc(Cc3nnc(SCC(N)=O)o3)cs2)cc1	17	103	101	1	1	103	101	98
CCC(=O)N1CCc2cc(S(=O)(=O)NCCC(=O)N3CCN(Cc4ccccc4)CC3)ccc21	-2	103	103	-5	3	104	107	98
O=C(CSc1nc(-c2ccc(Cl)cc2)cs1)Nc1cccc([N+](=O)[O-])c1	3	99	104	-1	4	101	95	107
Cc1occc1-c1nnc(SCC(=O)Nc2ccc3c(c2)OCO3)n1CC1CCCO1 (stereo not drawn)	-4	99	112	14	0	103	nt	96
COc1ccc(OC)c(NC2=NC3(CCCCC3)N=C(N)N2)c1	9	101	100	-15	0	105	108	102
Clc1cc2c(c(Cn3cnc4ccccc43)c1)OCOC2	-1	104	104	-6	2	105	102	105
CC(C)N(Cc1ccccc1)CC(O)COc1ccc(S(=O)(=O)N2CCOCC2)cc1Cl (stereo not drawn)	4	107	96	-1	2	99	117	96
CN(Cc1ccccc1)C(=O)C1CCN(Cc2ccc(F)cc2)CC1	11	96	97	-1	4	98	96	97
COc1cc(C(=O)Oc2c(CN3CCOCC3)cc(Cl)c3cccnc23)cc(OC)c1OC	13	99	93	-3	0	91	91	99
Oc1ccc(C2CNCc3sccc32)cc1O (stereo not drawn)	22	99	99	nt	2	87	83	127
O=C(CN1C(=O)/C(=C/c2cccc(Cl)c2)SC1=S)NC1C=CS(=O)(=O)C1 (stereo not drawn)	12	100	101	-8	1	105	106	98
O=C(C/C=N\OCc1ccc([N+](=O)[O-])cc1)Nc1ccc(Br)cc1	7	89	83	10	0	85	nt	88
COc1cccc(NS(=O)(=O)c2ccc3[nH]cc(C(=O)NCCN4CCOCC4)c(=O)c3c2)c1	-4	101	98	4	0	99	99	95
COC(=O)c1cc2c(=O)c3ccccc3oc2nc1C	-7	100	94	-2	1	87	94	91
O=C(Nc1nc2ccccc2[nH]1)c1ccccc1	2	95	88	6	1	94	95	99
O=C(CS(=O)(=O)c1ccc(F)cc1)Nc1nnc(-c2ccccc2Cl)o1	-24	102	97	-5	9	99	104	100
COc1ccc(C(=O)NC2CCN(C(=O)NCc3ccccc3)CC2)cc1	17	95	96	-2	4	98	95	93
CC(NC(=O)/C(=C/c1ccc2c(c1)OCO2)NC(=O)c1cccc([N+](=O)[O-])c1)C(=O)O (stereo not drawn)	2	101	100	13	1	93	96	80
CC(=O)Nc1ccc(-c2nnc(SCc3ccccc3C#N)n2C)cc1	7	110	105	24	0	111	107	107
COc1ccc(OC)c(NC(=O)C2COc3ccccc3O2)c1 (stereo not drawn)	1	110	104	-7	2	102	105	113
O=C(NC1CCCCCCC1)c1ccc2c(c1)N(Cc1ccc(F)cc1)C(=O)CS2=O (stereo not drawn)	6	95	92	6	2	nt	91	94
O=C(COC(=O)/C=C/c1cccs1)NC1CC1	8	95	106	-23	3	96	103	100
Cc1ccc(-c2cc(C(=O)Nc3cc(C)on3)c3ccccc3n2)cc1	21	103	101	9	1	94	92	98
COc1cccc(NC(=O)CN(C)C(=O)C2CC3C=CC2C3)c1 (stereo not drawn)	-3	96	97	4	0	101	97	92
C=CCN1C(=O)/C(=C2\SC(N3CCOCC3)=NC2=O)c2cc(Br)ccc21	-7	106	107	0	1	102	106	108
COc1cc(-c2cc(-c3ccc(N)cc3)[nH]c(=O)c2C#N)cc(OC)c1OC	-42	104	108	-4	0	138	98	91
O=C(N/N=C/C1CC=CCC1)c1cc2ccccc2cc1O (stereo not drawn)	2	99	98	-11	0	102	98	90
C#CCOCCOCCOCCNc1nc(N2CCN(C(=O)[C@H]([C@@H](C)O)n3cc(CCCCN)nn3)CC2)nc(N2CCN(C(=O)[C@H](CCCCN)n3cc(CC(C)O)nn3)CC2)n1 (stereo partly drawn)	-5	96	93	8	0	97	93	92
COc1ccc(-c2ccc3ccccc3n2)cc1	-5	115	89	19	0	85	102	104
O=C(O)c1cc(N/N=C/c2cccs2)ccc1Cl	2	102	98	89	0	102	106	103
Cc1ccc(S(=O)(=O)N/N=C\c2ccc(Cl)c([N+](=O)[O-])c2)cc1	19	108	102	26	0	101	97	116
CN(C)c1ccc(NC(=O)CN2C3CCCC2CC(NC(=O)c2ccccc2)C3)cc1 (stereo not drawn)	-19	102	107	3	0	104	107	99
CC(C)CC(=O)N1CCC(N2CCN(c3ccccc3)CC2)CC1	-44	97	99	4	0	101	97	105
Cc1nn(-c2ccccc2)c(N2CCCC2)c1/C=N/NC(=S)Nc1cc(C(F)(F)F)ccc1Cl	11	102	102	3	4	99	101	95
CC(C)c1ccc(S(=O)(=O)N2CCN(CC(O)CN3CCOCC3)CC2)cc1 (stereo not drawn)	0	105	100	nt	0	98	101	103
Cc1nn(Cc2ccc(F)cc2)c(C)c1NC(=O)c1cccnc1Cl	12	129	108	-1	5	105	113	104
CNC(=O)c1sc(-c2ccccc2)nc1C	-5	117	92	0	0	92	103	111
COc1ccccc1OCCc1nnc(N)s1	1	101	108	5	0	104	102	111
COc1ccc2nc(NCCO)[nH]c2c1	3	75	82	-15	0	82	84	76
CCc1cc2c(=O)c(-c3ccc4c(c3)OCCO4)coc2cc1OC(=O)c1ccco1	2	101	102	-9&3	0	105	nt	100
Cc1ccccc1CNC(=O)c1ccccc1	-4	99	100	nt	1	105	98	105

Entries listed so far that contain an NH in an aromatic ring (five):
SMILES	VLA-4 inh	MEP2-GFP yeast	RPL19A-GFP yeast	GASC-1 inh	GRK2 inh	AGP1-GFP MLPCN	CIT2-GFP yeast	LAP4 TOR yeast
Cc1[nH]c2ccc(-c3n[nH]c(=S)n3C)cc2c1C	0	107	106	-3	1	108	111	106
COc1cccc(NS(=O)(=O)c2ccc3[nH]cc(C(=O)NCCN4CCOCC4)c(=O)c3c2)c1	-4	101	98	4	0	99	99	95
O=C(Nc1nc2ccccc2[nH]1)c1ccccc1	2	95	88	6	1	94	95	99
COc1cc(-c2cc(-c3ccc(N)cc3)[nH]c(=O)c2C#N)cc(OC)c1OC	-42	104	108	-4	0	138	98	91
COc1ccc2nc(NCCO)[nH]c2c1	3	75	82	-15	0	82	84	76

More records follow:
SMILES	VLA-4 inh	MEP2-GFP yeast	RPL19A-GFP yeast	GASC-1 inh	GRK2 inh	AGP1-GFP MLPCN	CIT2-GFP yeast	LAP4 TOR yeast
CCCN1CCN(C(=O)C2CCN(c3ncnc4c3nc3n4CCCCC3)CC2)CC1	15	96	99	-10	2	102	98	108
COc1ccc(C(C)=O)cc1COC(=O)c1cnc(Cl)c(Cl)c1	14	135	64	-5	0	73	91	99
Cc1ccc2c(c1)-c1[nH]c(=S)ncc1CS2	30	98	94	-6	5	93	99	99
Cc1onc(-c2ccccc2)c1C(=O)N1CCN(S(=O)(=O)c2ccccc2C(F)(F)F)CC1	7	99	99	1	3	101	95	112

Individual results from above:
Entry of `CCCN1CCN(C(=O)C2CCN(c3ncnc4c3nc3n4CCCCC3)CC2)CC1` in MEP2-GFP yeast: 96
Entry of `COc1ccc(C(C)=O)cc1COC(=O)c1cnc(Cl)c(Cl)c1` in GASC-1 inh: -5
Entry of `Cc1ccc2c(c1)-c1[nH]c(=S)ncc1CS2` in AGP1-GFP MLPCN: 93
